Compound activity from PubChem.
Growth percent in the NCI-60 one-dose screen (48 h, 10 µM unless noted): 100 = growth as untreated, 0 = no growth, -100 = all killed.
EKVX: EKVX NSCLC. 71,000 compounds, 3% hits. AID 1794765
HOP-62: HOP-62 NSCLC | 80,000 compounds, 3.9% hits
CCRF-CEM: CCRF-CEM leukemia; AID 1794778; 77,000 compounds, 7% hits
A549/ATCC: A549/ATCC NSCLC; 81,000 compounds, 3.7% hits; AID 1794740
HOP-92: HOP-92 NSCLC cells; 71,000 compounds, 6.3% hits
SK-MEL-5: SK-MEL-5 melanoma. 80,000 compounds, 6.4% hits
M14: M14 melanoma; 80,000 compounds, 6.2% hits; AID 1794745
SK-MEL-28: SK-MEL-28 melanoma; 81,000 compounds, 4.1% hits
Active calls of the source: *; . = not tested or not shown; & = joins results of further samples; [ ] = remark or other dose. The calls were made as follows: active = growth percent below 10; inactive = the rest.

SMILES	EKVX	HOP-62	CCRF-CEM	A549/ATCC	HOP-92	SK-MEL-5	M14	SK-MEL-28
CCS(=O)(=O)Oc1ccc(NC(=O)C23CC4CC(CC(C4)C2)C3)cc1	.	93	94	97	104	94	92	107
CCCCCCCCC(CO)CCCCCC (stereo unspecified)	.	101	102	106	80	100	96	107
CCOC(=O)N1CCN(S(=O)(=O)c2oc(-c3ccc(F)cc3)nc2C#N)CC1	101	99	105	110	121	99	116	112
N#CC1=C(c2ccccc2)Nc2c(c(-c3ccccc3)nn2-c2ccccc2)C12C(=O)Nc1ccccc12 (stereo unspecified)	64	82	60	58	44	74	77	93
O=S(=O)(Nc1ccc2c(c1)OCO2)c1ccc(-c2cnc(C3CC3)o2)cc1	43	43	27	44	.	30	23	51
O=C(Cn1c2ccccc2c2cnc3[nH]ccc3c21)N1CCOCC1	103	100	100	98	95	97	97	103
C#CCOC(=O)CNC(=O)[C@]12CC[C@@H](C)[C@H](C)[C@H]1C1=CC[C@@H]3[C@@]4(C)CCC(=O)C(C)(C)[C@@H]4CC[C@@]3(C)[C@]1(C)CC2	91	98	101	94	120	109	105	107
CCN(CC)CC(O)CN(CC)CC	.	105	.	106	83	107	114	105
O=C(N/N=C/c1cccc2ccccc12)N/N=C/c1cccc2ccccc12	97	93	99	95	105	101	93	103
COc1ccc(OC)c(CCn2cncc2-c2c[nH]c3ccc(Cl)cc23)c1	38	49	49	33	21	-20*	48	68
C=CCOc1ccc(/C(O)=C2\C(=O)C(=O)N(c3nccs3)C2c2ccccc2F)cc1 (stereo unspecified)	133	92	131	95	106	95	83	107
CC(C)OC(=O)CC#N	.	106	109	100	69	99	105	100
CS(=O)(=O)c1ccc(-c2nn(-c3ccccc3)cc2/C=N/NC(=O)c2ccncc2)cc1	98	105	102	102	96	105	.	105
CCCCN(CCCC)CCCN	93	95	105	102	90	109	99	107
O=C(O)c1cc2ccccc2cc1O	107	102	109	88	85	101	.	105

6 structures out of the list, arranged by molar mass, lowest first.
SMILES	EKVX	HOP-62	CCRF-CEM	A549/ATCC	HOP-92	SK-MEL-5	M14	SK-MEL-28
CC(C)OC(=O)CC#N	.	106	109	100	69	99	105	100
CCCCN(CCCC)CCCN	93	95	105	102	90	109	99	107
CCN(CC)CC(O)CN(CC)CC	.	105	.	106	83	107	114	105
CCCCCCCCC(CO)CCCCCC (stereo unspecified)	.	101	102	106	80	100	96	107
O=S(=O)(Nc1ccc2c(c1)OCO2)c1ccc(-c2cnc(C3CC3)o2)cc1	43	43	27	44	.	30	23	51
C#CCOC(=O)CNC(=O)[C@]12CC[C@@H](C)[C@H](C)[C@H]1C1=CC[C@@H]3[C@@]4(C)CCC(=O)C(C)(C)[C@@H]4CC[C@@]3(C)[C@]1(C)CC2	91	98	101	94	120	109	105	107

Back to the main list, repeating the three entries before the break.
SMILES	EKVX	HOP-62	CCRF-CEM	A549/ATCC	HOP-92	SK-MEL-5	M14	SK-MEL-28
CS(=O)(=O)c1ccc(-c2nn(-c3ccccc3)cc2/C=N/NC(=O)c2ccncc2)cc1	98	105	102	102	96	105	.	105
CCCCN(CCCC)CCCN	93	95	105	102	90	109	99	107
O=C(O)c1cc2ccccc2cc1O	107	102	109	88	85	101	.	105
Clc1nc2ccccc2nc1Cl	109&94	91&96	102	99&96	134&91	99&100	96&102	123&102
CN(C)c1ccc(/C=N\NC(=S)Nc2ccc(F)cc2)cc1	91	126	.	102	93	98	118	97
COc1ccccc1[C@H]1C(C(=O)c2ccc(Cl)cc2)C2(N[C@@H]1c1ccccc1)C(=O)Nc1ccc(Cl)cc12 (stereo partly specified)	8.9*	26	5.2*	16	7.2*	-75*	28	35
CCCCCCc1nc2c(c(C)nn2-c2ccccc2)c2c1CCCCC2	.	91	101	103	91	94	118	107
Cc1[nH]c(-c2nc3ccccc3[nH]2)c(C)c1C(=O)NCC(C)C	99	108	115	102	104	99	103	104
COc1cc2nc(-c3ccc(C(F)(F)F)cc3)cc(OCCCNCC3CCCO3)c2cc1OC (stereo unspecified)	61	54	29	37	26	4.8*	-67*	-27*
C[n+]1cccc(CC(=O)NO)c1	102	93	.	68	82	96	99	113
c1ccc(Cn2cc3c(c2-c2ccccc2)CCc2cncnc2-3)cc1	88	99	87	100	.	133	87	105
COc1cc2nc(SCc3n[nH]c(=S)n3C(=O)c3ccccc3)n(-c3ccc(Cl)cc3)c(=O)c2cc1OC	51	50	46	63	91	63	.	66
COc1ccc2oc(=O)cc(C3C(C#N)=C(N)Oc4cc(O)ccc43)c2c1 (stereo unspecified)	98	98	109	105	105	108	106	106
COC(=O)[C@H](Cc1ccccc1)NC(=O)[C@@H](OC)[C@@H]1Cc2cc3cc(OC4CC(OC5CC(O)C(O)C(C)O5)C(O)C(C)O4)c(C)c(O)c3c(O)c2C(=O)[C@H]1OC1CC(OC2CC(OC3CC(C)(O)C(O)C(C)O3)C(O)C(C)O2)C(O)C(C)O1 (stereo partly specified)	-2.0*	4.4*	4.1*	6.8*	-17*	-78*	-61*	-27*
O=C(Cc1ccccc1Nc1c(Cl)cccc1Cl)N/N=C/c1sc(=S)n(-c2cccc(C(F)(F)F)c2)c1O	.	91	96	81	87	94	87	103
O=c1cc(N/N=C/c2ccc(Cl)cc2)c2cc(Cl)ccc2[nH]1	71	119	69	86	115	24	90	100
O=C(/C=C/c1sc(Cl)nc1Cl)c1ccccc1	101	101	35	100	94	102	80	95
Cn1cc(/C=C\C(=O)O)c2nccnc21	106	108	104	96	.	96	108	97
COc1cc(NC(=O)Cn2c3c(sc2=O)[C@H]2[C@@H](O)[C@@H](O)[C@H](O)[C@@H]2CS3)cc(OC)c1OC	91	92	110	102	103	104	104	104
COc1ccccc1N=c1scc(C)n1C	.	99	97	109	93	101	96	99
NS(=O)(=O)c1ccc(-n2cc(CN3C(=O)CN(/N=C/c4ccc([N+](=O)[O-])o4)C3=O)nn2)cc1	93	101	102	102	103	.	93	109
CC(=O)[C@H]1CC[C@H]2[C@@H]3CCC4=CC(=O)CC[C@]4(C)[C@@]3(F)[C@@H](O)C[C@]12C	66&87	101&107	87&90	89&82	93&74	94&89	97&105	110&115
CCCCc1ccccc1C(=O)CCN1CC2CCC(CC2)C1	135	101	.	109	107	109	102	117
O=C1NC(=O)c2c1c1c3ccccc3[nH]c1c1oc3cc(Br)ccc3c21	70	66	51	85	88	56	66	93
COc1cc(C(=O)Nc2ccc3c(c2)OCCO3)cc2c1OCCO2	101	100	99	94	.	104	103	103
COc1ccc(OC)c(/C(C)=N/NC(=O)CSc2nc3ccccc3c(=O)n2CCc2ccc(S(N)(=O)=O)cc2)c1	85	108	87	98	121	89	89	107
COc1cc(C2CC(c3ccc(C)cc3)=NN2C(C)=O)ccc1Oc1ccnc2cc(Cl)ccc12 (stereo unspecified)	63	16	74	69	.	91	106	108
CCN(CC)S(=O)(=O)c1ccc(NC(=O)CSc2nc3ccccc3o2)cc1	114	94	72	108	94	109	105	115
C#Cc1ccccc1NC(=O)c1sc2nc3c(cc2c1N)CCCCC3	85	100	94	99	93	97	94	111
O=C(NCCn1ccnc1)c1ccc(-c2nc3ccc4[nH]ncc4c3c3c2CCCC3)cc1	88	55	19	97	47	90	.	62
O=Cc1nc2ccccc2[nH]1	95	90	100	85	86	102	91	116
CC(=O)Nc1ccc(-c2cc3c(NCc4cccc(Cl)c4)ncnc3s2)cc1	84	92	101	96	73	.	.	103
S=C(NCN(C1CCCCC1)C1CCCCC1)C(=S)NCN(C1CCCCC1)C1CCCCC1	.	100	.	109	84	102	94	104
Cc1cccc(Cl)c1NC(=O)NCCCN1CCCCC1C (stereo unspecified)	109[100 µM]	105	106[100 µM]	96	89	100	101	114
COc1ccccc1/C=N\NC(=O)C[N+](C)(C)C	117	104	102	90	79	106	112	115
O=C(Nc1sc2c(c1C(=O)O)CCCC2)c1ccc(Br)cc1	98	113	79	103	79	99	104	100
O=c1/c(=C/NC2CC2)sc2ncnn12	.	104	67	85	62	102	104	103
CCCCNCc1ccccc1	95	101	108	104	93	95	96	99
CCOCC(O)c1ccccc1 (stereo unspecified)	110	103	96	98	80	95	106	101
CNc1nc(NC2CCCC2)nc(Sc2ccc(OC)cc2)n1	.	53[100 µM]	.	20[100 µM]	-43*[100 µM]	12[100 µM]	17[100 µM]	46[100 µM]
O=C1c2ccccc2C(=O)N1CCO	104	94&104	98&105	96&102	107&102	104&102	100&101	110&106
CCC1(CC)SCCNC1=O	89	102	109	100	100	108	96	116
COC(=O)[C@H](CC(C)C)NC(=O)C1(C)CCC[C@]2(C)[C@H]3C[C@H]4C(C(C)C)=C[C@]3(CC[C@@H]12)[C@@H]1C(=O)OC(=O)[C@@H]14 (stereo partly specified)	82	88	95	94	74	90	92	97
CC(=O)Nc1ccc2c(c1)C(=Nc1ccc(C)cc1)c1ccccc1-2	100	101	87	86	84	95	103	109
CCCn1nc(C(=O)N2CCCCC2)c2c1CCC(NCCc1cccnc1)C2 (stereo unspecified)	102	92	105	89	109	106	105	112
O=C(CCc1nnc(Cn2cncn2)o1)c1nc2ccccc2[nH]1	116	103	96	105	.	105	111	105
COC1=C(C)C(=O)N2[C@@H]1[C@H](c1ccccc1)OC21C=CC(=O)C=C1	70	29	-20*	82	-12*	33	-44*	-14*
Nc1nc2c(ncn2[C@@H]2O[C@H](CS)[C@@H](O)[C@H]2O)c(=O)[nH]1	96	100	100	97	103	97	102	99
COc1ccc(C2=CCCCC2)c(OC)c1OC	89	110	106	82	.	98	124	114
COc1cccc(NC(=S)NC(Cc2ccccc2)c2ccccc2)c1 (stereo unspecified)	75	109&93	82&86	93&71	58&49	107&88	92&120	103&93
O=C(NC(=S)Nc1ccccc1Cl)c1ccccc1	84	105	94	101	95	96	105	108
CC1C(=O)CC2C3(C)CCC2(C(C)C(=O)O)C(=O)C13 (stereo unspecified)	113	96	88	102	100	95	102	108
Clc1c(Cl)c(Cl)c2n[nH]nc2c1Cl	91	88	113	95	111	.	103	115
CC(Oc1ccc(Cl)cc1Cl)C(=O)N=Nc1c(O)n(C)c2ccccc12 (stereo unspecified)	89	100	101	97	77	100	101	102
CC[C@]12C=CCN3CC[C@@]4(c5cc([C@@H]6CCC(=O)N6)c(OC)cc5N(C)[C@H]4[C@@](O)(C(=O)OC)[C@@H]1OC(C)=O)[C@@H]32	116	93	105	92	81	102	100	108
COc1ccc(C2Nc3n[nH]c(-c4ccccc4)c3C(=O)CS2)cc1 (stereo unspecified)	98	100	.	97	.	94	103	109
Cc1ccc(COc2cccc(/C=C3/N=C4SCCCN4C3=O)c2)cc1	98	88	112	90	103	100	92	102
COc1ccc(COC(=O)CC(C)C)cc1	101	106	102	89	99	93	100	110
CN(C)C(=O)Oc1ccc[n+](C)c1	103	117	105	102	112	.	109	99
N#Cc1cccc(C2C3=C(COC3=O)N(CCO)c3cc4c(cc32)OCO4)c1 (stereo unspecified)	52	32	7.9*	40	42	30	14	55
CCOc1cccc(C/C(C)=C(/c2ccc(OCCN(C)C)cc2)c2ccc(OC(C)=O)cc2)c1	86	100	100	93	85	99	113	.
CC(C)OCC(CCl)OC(=O)Nc1ccccc1 (stereo unspecified)	104	104	.	102	90	101	107	111
O=C1NC(=O)C(c2ccccc2)(c2ccccc2)N1Cc1cn(-c2c3ccccc3nc3ccccc23)nn1	80	88	65	78	67	82	96	103

Continuation.
SMILES	EKVX	HOP-62	CCRF-CEM	A549/ATCC	HOP-92	SK-MEL-5	M14	SK-MEL-28
CCCCNC(=O)Oc1ccc2c(=O)c3sc4c(=O)c5ccccc5c(=O)c4c3c(=O)c2c1	-78*	-79*	-29*	-62*	-30*	-97*	-78*	-73*
COC1OC(C(O)C(O)CO)C(O)C(O)C1O (stereo unspecified)	.	88	95	97	101	107	97	101
CCOC(=O)c1c(C)nc2ccccc2c1/C=C/c1ccc(C)cc1	63	86	64	63	79	17	84	102
O=C1OC(c2nc3ccccc3s2)=C/C1=C\c1ccccc1Cl	104	92	104	100	101	100	100	105
O=S(Nc1ccccc1)c1ccc(N2CCOCC2)cc1 (stereo unspecified)	102	93	87	65	96	100	101	119
O=[N+]([O-])c1cc(Cl)cc(Cl)c1OC1C=CCC1 (stereo unspecified)	109	95	105	90	88	108	100	103
CCN(CC)CCn1ncc(Sc2cc([N+](=O)[O-])ccc2N)c(Cl)c1=O	72	100	32	78	69	81	64	99
N/C(=N\c1nc2ccccc2s1)NC(=O)Nc1ccccc1	54	30	13	39	53	32	7.5*	72
O=S(=O)(O)CS(=O)(=O)OCCCl	101	80	101	76	83	96	105	112
N[C@H](C(=O)O)[C@@H]1CC(Cl)=NO1	24[20 µM]	26[20 µM]	19[20 µM]	19[20 µM]	64[20 µM]	11[20 µM]	17[20 µM]	35[20 µM]
Cc1ccc(-c2nn3c(nc2=O)-c2ccccc2N2C(=O)CCCC23C)cc1 (stereo unspecified)	96	84	112	102	91	100	99	104
CCN1CCN(CCCNc2nccc(-c3cn(-c4ccccc4)nc3-c3ccc(Cl)c(OC)c3)n2)S1(=O)=O	80	.	.	68	.	65	87	99
Cc1ccc(S(=O)(=O)N(C)Cc2ccccc2)cc1	101	101	94	90	85	97	108	107
O=CN1N=C(c2ccc(Nc3ccnc4cc(Cl)ccc34)cc2)CC1c1ccccc1 (stereo unspecified)	46	50	15	38	16	1.5*	26	44
C=CCn1cc(C2=C(c3cccc4ccccc34)C(=O)N(O)C2=O)c2cc(Br)ccc21	91	102	91	101	85	92	99	102
O=C(N1c2ccc(F)cc2[C@H]2C=CC[C@H]2[C@H]1C[P+](c1ccccc1)(c1ccccc1)c1ccccc1)C(F)(F)F	103	81	85	90	78	99	107	106
